PMI act hi M6P = human PMI activators, high substrate, primary screen, biochemical, fluorescence intensity, near-saturating mannose 6-phosphate; Mannose-6-phosphate isomerase (Homo sapiens), P34949; coupled PMI enzyme assay, resazurin fluorescence, 20 min; stronger effect = higher value; 1 = untreated enzyme, 0 = substrate-free blank; activation factor at 20 µM; actives 0.34% (n = 190,000); AID 1216, 2008;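 active means activation factor of 2 or more at 20 µM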
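Test system: human phosphomannose isomerase with PGI, G6PDH, diaphorase coupling enzymes; amount: 15 ng/mL PMI; incubation: enzyme reaction with compound 20 min at room temperature; technique: resorufin fluorescence (Ex 544/Em 590 nm) from resazurin via diaphorase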
L major viab = Leishmania major promastigote growth inhibition, primary screen. actives 9% (n = 200,000). inhibition, % at 10 µM. AID 1063, 2008. Leishmania major promastigotes, resazurin fluorescence viability; in the data active means inhibition above about 50%;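 further: promastigotes grown with compound for 44 hours at 28 °C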
Efa HMGR inh = inhibitors of E. faecalis class II HMGR, primary screen, biochemical, Enterococcus faecalis; HMG-CoA reductase (Enterococcus faecalis, mvaE); purified E. faecalis HMGR, NADPH absorbance 340 nm kinetic; inhibition, % at 10 µM; actives 0.41% (n = 190,000);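 active means inhibition above a set limit, the median over all tested compounds plus 3 SD, cut at about 9.5% in these data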;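 further: enzyme runs in reverse so mevalonate oxidation gives rising NADPH absorbance; 0% = complete reaction with DMSO and 100% = background rate lacking mevalonate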
S1P3 antagonist = S1P3 receptor antagonists, primary screen, cell-based | actives 0.27% (n = 170,000) | AID 485, 2006 | CHO S1P3 NFAT-BLA reporter, FRET fluorescence, antagonist mode | Sphingosine 1-phosphate receptor 3 (Homo sapiens), Q99500 | inhibition, % at 4.98 µM;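 active means inhibition above the plate cutoff, the mean inhibition of test wells on that plate plus 3 SD, cut at about 28% in these data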;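 further: cells challenged with S1P at its EC80 of 0.8 µM; blue over green emission ratio from cleaved BLA substrate after 4 h stimulation; 0% = S1P-stimulated wells and 100% = unstimulated DMSO-only wells; some compounds past the cut are filed as inactive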
Target sequence (Q99500 whole entry, looked up): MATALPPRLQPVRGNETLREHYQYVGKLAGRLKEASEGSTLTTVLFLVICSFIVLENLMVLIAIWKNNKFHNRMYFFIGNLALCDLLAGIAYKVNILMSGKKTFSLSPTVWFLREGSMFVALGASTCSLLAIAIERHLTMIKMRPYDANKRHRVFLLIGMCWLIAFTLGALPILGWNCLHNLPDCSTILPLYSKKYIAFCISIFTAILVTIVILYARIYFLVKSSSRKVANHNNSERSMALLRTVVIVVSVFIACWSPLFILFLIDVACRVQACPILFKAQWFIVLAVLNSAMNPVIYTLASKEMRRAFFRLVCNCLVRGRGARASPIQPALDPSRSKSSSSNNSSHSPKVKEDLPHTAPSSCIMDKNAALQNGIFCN
Hsp70 activator = Hsp70 transcriptional activators, primary screen, cell-based, HeLa, Hsp70 promoter luciferase, luminescence, 10 µM; HeLa Hsp70 promoter luciferase reporter; scaled: vehicle 0, proteasome-inhibitor control 100%; actives 0.04% (n = 200,000); AID 1203, 2008; activation, % at 10 µM;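 active means activation above the mean across all tested compounds plus 3 SD, cutoff set per campaign, cut at about 5.5% in these data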;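 further: 100% = MG132 at 30 µM as the positive control and 0% = DMSO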
TNAP inh no acc = human TNAP enzyme inhibitors, primary screen, biochemical, luminescent, no phosphate acceptor, uHTS; purified TNAP, CDP-star luminescence, 30 min; inhibition, % at 20 µM; Alkaline phosphatase, tissue-nonspecific isozyme (Homo sapiens), P05186; actives 0.26% (n = 200,000); AID 1012, 2008;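 active means tissue-nonspecific alkaline phosphatase inhibition above about 50% at 20 µM in the single-dose screen, limit read from the data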;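 further: 0% = DMSO negative control and 100% = EDTA positive control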
Target sequence (P05186 whole entry, looked up): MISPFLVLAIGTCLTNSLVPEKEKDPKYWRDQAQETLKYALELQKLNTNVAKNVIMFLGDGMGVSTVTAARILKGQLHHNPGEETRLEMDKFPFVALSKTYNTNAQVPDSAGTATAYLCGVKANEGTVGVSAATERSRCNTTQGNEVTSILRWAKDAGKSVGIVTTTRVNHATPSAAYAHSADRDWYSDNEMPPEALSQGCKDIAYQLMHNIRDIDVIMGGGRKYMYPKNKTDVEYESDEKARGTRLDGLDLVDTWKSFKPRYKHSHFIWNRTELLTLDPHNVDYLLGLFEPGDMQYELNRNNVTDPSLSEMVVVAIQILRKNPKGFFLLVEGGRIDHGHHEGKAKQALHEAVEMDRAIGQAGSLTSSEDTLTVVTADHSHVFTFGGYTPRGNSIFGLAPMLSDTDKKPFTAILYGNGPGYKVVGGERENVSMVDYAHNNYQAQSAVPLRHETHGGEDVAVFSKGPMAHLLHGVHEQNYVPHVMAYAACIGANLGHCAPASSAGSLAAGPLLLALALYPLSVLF
TNAP inh hi DEA = human TNAP enzyme inhibitors, primary screen, biochemical, luminescent, high phosphate acceptor level, uHTS; Alkaline phosphatase, tissue-nonspecific isozyme (Homo sapiens), P05186; purified TNAP, CDP-star luminescence, 1 M DEA; inhibition, % at 20 µM; actives 0.03% (n = 200,000); AID 1135, 2008;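 active means over 50% inhibition of tissue-nonspecific alkaline phosphatase at 20 µM in the single-dose screen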;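 further: plate controls were DMSO wells for no effect and EDTA-quenched wells as full inhibition for full effect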
PMI activator = activators of human PMI, primary screen, biochemical, fluorescence intensity, near-Km mannose 6-phosphate; actives 0.005% (n = 190,000); purified human PMI, coupled resazurin fluorescence, 20 min; stronger effect = higher value; 1 = vehicle control, 0 substrate-free wells; Mannose-6-phosphate isomerase (Homo sapiens), P34949; activation factor at 20 µM; AID 1214, 2008;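 active means activation factor of 2 or more at 20 µM, relative to plate controls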
RAM network inh = inhibitors of the yeast RAM network, primary screen, dse1pr::URA3 reporter, 5-FOA selection; S. cerevisiae dse1pr::URA3 reporter, 5-FOA growth OD615, 2 d; analog-sensitive cbk1-as2 kinase mutant strain; inhibition, % at 50 µM; actives 1.8% (n = 190,000);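 active means inhibition above a set limit, 3 SD over mean compound inhibition, cut at about 8.4% in these data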;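 further: 0% = DMSO-only wells with no growth and 100% = 10 µM 1-NA-PP1 full growth; inhibition rescues growth on 5-FOA so higher OD means more RAM inhibition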
Redox H2O2 prof = compounds producing H2O2 with reducing agent – biochemical, NIH compound library profiling, artefact control for MLSCN library redox annotation, primary screen; activation, % at 10 µM; actives 0.03% (n = 200,000); AID 878, 2007; DTT-dependent redox cycling H2O2, phenol red/HRP absorbance; 100% = 100 µM peroxide control, 0% = buffer;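 active means activation of at least 50% relative to the plate's high and low controls in the primary single-dose screen; inactive means activation below 50%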;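 further: compound incubated with DTT at 0.8 mM final as the reducing agent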
Active calls of the source: *; x = not tested or not shown.

SMILES | PMI act hi M6P | L major viab | Efa HMGR inh | S1P3 antagonist | Hsp70 activator | TNAP inh no acc | TNAP inh hi DEA | PMI activator | RAM network inh | Redox H2O2 prof
Cc1ccc(C)c(N2CCN(C(=O)c3cc4ccccc4oc3=O)CC2)c1 | 1 | -2 | -3 | 18 | -0.1 | -13 | -7 | 1 | 3.2 | -1.3
Cc1ccc(/C=N/c2sc(Cc3ccccc3)c(C)c2C(N)=O)o1 | 0.9 | -4 | -4 | -5 | 0.2 | 1 | 2 | 0.9 | 2.8 | -0.5
CS(=O)(=O)N(CC(O)Cn1c2ccccc2c2ccccc21)c1cccc2ccccc12 (centres undefined) | 0.7 | 100* | 3 | x | -0.1 | -1 | -5 | 0.7 | 5.0 | 0.2
CCN(c1ccccc1)S(=O)(=O)c1ccc(C(=O)Oc2ccc(C(C)=O)cc2)cc1 | 0.8 | 50* | -2 | 1 | -0.3 | -5 | 1 | 0.8 | 9.1* | 0.4
Cc1cc2ncn(/N=C/c3cc(Br)ccc3O)c2cc1C | 1.1 | 28 | -2 | 0 | -0.1 | -7 | -6 | 1 | 2.4 | 0.7
COC(=O)c1cccc(NC(=S)N2CCOCC2)c1 | 0.5 | -6 | -7 | -13 | 0.0 | -9 | -3 | 1 | 1.0 | -0.9
CC12CN(C(=O)c3ccc(Cl)cc3)C3(C#N)CC1CCC23C (centres undefined) | 1 | 3 | -2 | x | -0.2 | -18 | -2 | 1 | 1.2 | 0.0
CCOC(=O)c1cnn(-c2nc(C)nc3sc4c(c23)CCC4)c1N | 0.9 | x | x | -10 | x | -14 | -5 | 1 | x | x
O=C(C[n+]1ccccc1)Nc1cc(C(F)(F)F)ccc1Cl | 0.9 | -5 | 1 | -13 | -0.3 | 0 | -6 | 1 | 1.1 | -0.1
Cc1c(C(=O)Nc2ccc(Cc3ccncc3)cc2)cccc1[N+](=O)[O-] | 1.1 | 96* | -2 | 2 | -0.4 | -4 | -4 | 1 | 1.8 | -0.5
O=C(NNC(=O)c1sccc1-n1cccc1)Nc1ccccc1 | 1 | -1 | 5 | -3 | 0.1 | -13 | -1 | 1 | 0.8 | -1.0
COc1ccc(CCNC(=O)COC(=O)Cc2cccc3ccccc23)cc1 | 1 | 9 | 0 | -14 | -0.3 | -12 | -5 | 1 | 3.8 | 0.1
O=C(O)COc1ccc(Br)cc1/C=N/O | 1.1 | -6 | 1 | -14 | -0.2 | -13 | -6 | 1 | 0.3 | 2.2
Cc1cccn2c(NCc3ccc4c(c3)OCO4)c(-c3ccc(O)cc3)nc12 | 0.9 | 47 | -6 | -7 | -0.3 | -8 | 0 | 0.9 | -0.1 | -0.3
Nn1c(SC/C=C/c2ccccc2)nnc1-c1ccco1 | 1 | 3 | -9 | -19 | -0.3 | -8 | -6 | 1 | 2.7 | 2.7
c1ccc(-c2cc(N3CCCCC3)c3ccccc3n2)cc1 | 0.9 | 43 | -6 | -18 | 0.0 | -10 | 1 | 0.9 | 3.0 | -10
COc1ccc(C2=NO[C@@H]3C(=O)N(C4CCCCC4)C(=O)[C@H]23)cc1OC | 1 | -6 | -3 | 44 | -0.2 | -8 | -4 | 1 | 4.6 | -1.6
COC(=O)C(Cc1cnc(Cl)s1)(C(=O)OC)c1ccccc1[N+](=O)[O-] | 1 | 12 | 3 | x | -0.4 | -8 | -3 | 1 | -0.9 | 0.7
C/C(=C\C(=O)c1ccc(Br)cc1)NCc1ccccc1 | 0.9 | -5 | -1 | x | 0.1 | -5 | -5 | 0.9 | 0.1 | 0.2
Cc1cc(C)c(OCCCCCNCCO)c(C)c1 | 1 | 90* | 3 | x | -0.6 | 1 | 4 | 1 | 1.5 | 0.1
COC(=O)C1=C(C)N(Cc2ccc(C)cc2)C(=O)/C1=C\c1cc(OC)c(OC)c(OC)c1 | 0.8 | 46 | 2 | -6 | -0.4 | 4 | -1 | 0.8 | 6.1 | -0.1
Cc1cccc(C)c1NC(=O)C1(NC(=O)C2CCC(=O)N2)CCCCC1 (centres undefined) | 1 | 4 | -3 | -12 | -0.5 | -11 | -5 | 1.1 | -0.3 | -0.2
CC(C)c1nnc(NC(=O)C2CCCN2C(=O)Nc2ccccc2F)s1 (centres undefined) | 1 | -1 | 0 | -22 | 0.1 | -2 | -1 | 1 | -0.8 | -2.0
COCCn1nnnc1CN1CCN(c2cccc(C(F)(F)F)c2)CC1 | 1.2 | -8 | -3 | 22 | -0.3 | -11 | -4 | 1.1 | 1.3 | -0.5
CC(C)NC(=O)c1ccc(S(=O)(=O)N(C)C)cc1 | 1.1 | 3 | -2 | -42 | -0.3 | -15 | -2 | 1 | 0.6 | -1.0

Reformatted tab-delimited: part of the list above.
molecule	PMI act hi M6P	L major viab	Efa HMGR inh	S1P3 antagonist	Hsp70 activator	TNAP inh no acc	TNAP inh hi DEA	PMI activator	RAM network inh	Redox H2O2 prof
O=C(NNC(=O)c1sccc1-n1cccc1)Nc1ccccc1	1	-1	5	-3	0.1	-13	-1	1	0.8	-1.0
C/C(=C\C(=O)c1ccc(Br)cc1)NCc1ccccc1	0.9	-5	-1	x	0.1	-5	-5	0.9	0.1	0.2

Further structures
SMILES | PMI act hi M6P | L major viab | Efa HMGR inh | S1P3 antagonist | Hsp70 activator | TNAP inh no acc | TNAP inh hi DEA | PMI activator | RAM network inh | Redox H2O2 prof
Cc1cccc(OCC(=O)Nc2ccc3c(c2)nc(CCN2CCN(C)CC2)n3C)c1 | 0.9 | 4 | -6 | -22 | -0.1 | -10 | -3 | 0.9 | 2.6 | -0.7
C#CCOCCOCCOCCNc1nc(N2CCN(C(=O)C(CCC(=O)O)n3cc(C(N)CC(C)C)nn3)CC2)nc(N2CCN(C(=O)C(Cc3cc4ccccc4[nH]3)n3cc(C(N)Cc4ccc(O)cc4)nn3)CC2)n1 (centres undefined) | 1 | -4 | 2 | -6 | 0.5 | -17 | -9 | 1 | -0.5 | -0.6
CN(C)c1ccc2c3c(ccc(N(C)C)c13)COC2 | 0.7 | 6 | 15* | 8 | 0.3 | -9 | -7 | 0.9 | 0.9 | 0.9
Cc1ccc(N(C(=O)c2sc(C)nc2C)C(C(=O)NCc2ccco2)c2ccccc2)cc1 (centres undefined) | 0.9 | 21 | 1 | x | 0.1 | -8 | -1 | 0.9 | 0.1 | -1.8
COc1cccc(OCC(O)CN2CCN(c3ncccn3)CC2)c1 (centres undefined) | 1.1 | -10 | -1 | 1 | -0.3 | -4 | -5 | 1.1 | -0.4 | -0.2
CCOc1ccc(CCNC(=O)C2=C(C)C(=O)OC23CCC(C)CC3)cc1OCC (centres undefined) | 1 | 5 | -2 | -14 | -0.4 | -11 | -5 | 1 | 0.2 | -0.7
CCC(Oc1ccccc1)C(=O)Nc1ccsc1C(=O)OC (centres undefined) | 1 | 74* | -7 | -11 | -0.3 | -6 | -2 | 0.9 | 0.5 | 0.2
COc1cc(NC(=S)N2CCN(CCO)CC2)c(OC)cc1Cl | 1 | -1 | -3 | 12 | -0.2 | -2 | 2 | 1 | 5.1 | -1.2
Cc1cc(C(=O)Oc2ccccc2C(=O)O)c(C)o1 | 1.1 | -5 | -3 | -35 | -0.2 | 0 | -9 | 1.1 | -0.8 | 0.9
CC1CN(C(=O)C(C)N2CCN(c3cccc(Cl)c3)CC2)CC(C)O1 (centres undefined) | 1 | -4 | -4 | 8 | -0.2 | 3 | -4 | 1.1 | -0.5 | -1.1
O=C(C(NS(=O)(=O)c1cccs1)c1ccccc1)N1CCN(c2ccccc2)CC1 (centres undefined) | 1.8 | 24 | 3 | -28 | 0.1 | -6 | -4 | 1.4 | 0.4 | -0.1
CC1CCCC(C)N1C(=O)COc1ccc(C(=O)Nc2ccccc2N2CCOCC2)cc1 (centres undefined) | 1 | 10 | -3 | 0 | -0.2 | -10 | -4 | 1 | 1.6 | -1.4
CC(C)NC(=O)NC(=O)COC(=O)/C=C/c1ccccc1[N+](=O)[O-] | 0.8 | -2 | 0 | -12 | -0.2 | -12 | -6 | 0.9 | 1.1 | -0.5
Cc1ccc(C(=O)Nc2c(C)cc(-c3ccc(Cl)cc3)oc2=O)cc1 | 1.1 | -4 | -7 | x | 0.4 | -1 | -6 | 1.2 | 4.2 | 2.6
Cc1ccc(-c2nc3cccnc3o2)cc1NC(=O)COc1ccc(Cl)cc1C | 0.9 | 94* | 3 | -8 | 0.2 | -4 | 1 | 0.8 | 1.4 | 1.9
N/C(=N\N=C/c1ccc(Br)cc1)N/N=C\c1ccc(Br)cc1 | 1.3 | 1 | -6 | -37 | 0.8 | -7 | -1 | 1.1 | 4.7 | 13
Clc1ccc(OCCn2c(-c3ccco3)nc3ccccc32)cc1 | 0.9 | 21 | 1 | x | 0.2 | -14 | -9 | 0.8 | -2.0 | 0.6
O=C(Nc1cc(C(F)(F)F)ccc1N1CCOCC1)c1ccc2ccccc2n1 | 0.9 | 10 | -3 | 12 | -0.3 | -11 | -4 | 0.9 | 1.9 | 1.3
CCOC(=O)C1=NN(C(=O)COc2ccccc2)C(O)(c2ccc(Br)cc2)C1 (centres undefined) | 0.9 | -4 | -1 | -2 | -0.3 | 51* | 2 | 0.9 | 2.2 | -1.0
Cc1occc1C(=O)NNC(=O)c1ccc(F)cc1 | 1 | -10 | 3 | x | -0.1 | -8 | -4 | 0.9 | 2.2 | -4.2
Cc1ccc(N(CC(=O)NC2CCC(C)CC2)S(=O)(=O)c2cccnc2)cc1 (centres undefined) | 1.1 | 67* | -4 | -13 | 0.0 | 3 | -8 | 1 | 3.4 | -0.5
CN(C(=O)COC(=O)CCc1c[nH]c2ccccc12)C(c1ccccc1)c1ccccc1 | 0.9 | -3 | 2 | -6 | -0.1 | -37 | -3 | 0.9 | 5.7 | 0.6
O=C(O)c1cccc(N2C(=O)/C(=C/c3ccc([N+](=O)[O-])cc3)C=C2c2ccccc2)c1 | 1.5 | 12 | -2 | -22 | -0.5 | 25 | 20 | 0.9 | 3.0 | -1.1
CCN(CC)S(=O)(=O)c1cccc(-c2nnc(SCC(N)=O)n2C)c1 | 1 | 4 | -1 | -12 | 0.0 | -5 | 0 | 0.9 | 4.1 | -0.2
CCCCC(CCC(=O)Nc1ccccc1C(=O)OCC)C(=O)O (centres undefined) | 1 | -6 | 3 | -40 | -0.2 | 1 | 2 | 1 | 1.2 | -5.1
Cc1nc(N2CCc3ccccc3C2)[nH]c(=O)c1CCC(C)C | 1.1 | 1 | -1 | 10 | -0.3 | -12 | -5 | 1 | 0.0 | -0.1

Source: PubChem BioAssay
